HT1080 IDH1KD tx – qHTS for induction of synthetic lethality in tumor cells producing 2HG: qHTS for the HT-1080-IDH1KD cell line; 360,000 compounds, 2% hits; Potency, µM (doses to about 46.1 µM), without a hit: top-dose activity, negative = toxicity, hits mostly cytotoxic; HT-1080 IDH1 knockdown viability, ATP luminescence, 48 h;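 further: potency means the concentration at half of the fitted maximal effect; 0% = DMSO wells and -100% = cell-free medium wells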
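Knockdown cells (IDH1KD HT-1080) received compounds 2 h after plating at 750 cells/well and were kept 48 h at 37 °C in 5% FBS RPMI. A CellTiter-Glo luminescence read gave % activity for curve fitting.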
HT1080NT lethal – qHTS for induction of synthetic lethality in tumor cells producing 2HG: qHTS for the HT-1080-NT fibrosarcoma cell line; HT-1080-NT fibrosarcoma viability, CellTiter-Glo ATP luminescence, 48 h; Potency, µM (top dose mostly 46.1 µM), for the others: top-dose activity, negative = less viability, usual class: cytotoxic; 360,000 compounds, 1.6% hits;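 further: NT is the 2HG producing partner of a matched IDH1 knockdown line; potency means the concentration at half of the fitted maximal effect; 0% = DMSO-treated cells and -100% = media-only wells without cells; nearly all actives have a fitted effect of over 55% in size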
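HT-1080-NT; 750 cells/well; 5% FBS RPMI; 48 h compound, 37 degrees C; CellTiter-Glo luminescence; curve fitting and curve-class assignment.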
KB-3-1 tox – qHTS assay for MDR1-selective chemotherapeutics: Primary screen using the parental adenocarcinoma cell KB-3-1; KB-3-1 viability, CellTiter-Glo ATP luminescence, 72 h; Potency, µM (doses to about 46.1 µM), for the others: at the top dose activity change, negative = cytotoxic, hits mostly cytotoxic; 400,000 compounds, 1.4% hits; AID 1347075, 2019; further: potency means the concentration at half of the fitted maximal effect; on the % scale 0 is the no-effect control and ±100 the full control effect; nearly all actives have a fitted effect of over 60% in size
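KB-3-1 parental drug-naive adenocarcinoma cells in DMEM/10% FBS, incubated 72 h at 37 C with pin-transferred compounds across a concentration series. Viability by CellTiter-Glo luminescence; concentration-response curves fitted after normalization.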
KB-V1 cytotox – qHTS assay for MDR1-selective chemotherapeutics: Primary screen using the drug-selected MDR subline cells KB-V1; KB-V1 MDR cells viability, CellTiter-Glo, 72 h; Potency, µM (series often up to 46.1 µM), without a hit: at the highest dose activity change, negative = cytotoxicity, most hits filed as cytotoxic; 400,000 compounds, 3.4% hits; AID 1347076, 2019; further: potency means the concentration at half of the fitted maximal effect; on the % scale 0 is the no-effect control and ±100 the full control effect; nearly all actives have a fitted effect of over 60% in size
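Following 72 h at 37 degrees C with compound, KB-V1 cell viability was read by CellTiter-Glo luminescence, medium being phenol-red-free DMEM plus 10% FBS; concentration-response parameters came from normalized, curve-fitted qHTS data.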
SW480 rereplic – A quantitative high throughput screen for small molecules that induce DNA re-replication in SW480 colon adenocarcinoma cells; Potency, µM (series often up to 46.1 µM), for the others: at the top dose re-replication activation, most hits filed as activators; SW480 DNA re-replication, Hoechst DNA content imaging, 48 h; 340,000 compounds, 1.8% hits; further: potency means the concentration at half of the fitted maximal effect; % of control where 0% means no effect; nearly all actives have a fitted effect of over 55% in size
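Hoechst fluorescence of nuclei (405 nm excitation, 500-530 nm emission) measured by plate-scanning imager after 48 hr compound exposure at 37 C; re-replication scored as increased number of nuclei with elevated intensity.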
IL-1B inflam inh – qHTS for Inhibitors of Inflammasome Signaling: IL-1-beta AlphaLISA Primary Screen; THP-1 LPS/ATP IL-1B secretion, AlphaLISA, 16 h; stronger effect = lower value; activity change, % at 57.5 µM; 360,000 compounds, 4.7% hits; in the data active means activity change below about -50%; inconclusive means mostly about -30% to -49%; further: on the % scale 0 is the no-effect control and ±100 the full control effect
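THP-1 cells pretreated 1 hr with compounds (up to 57.5 uM final), then stimulated with LPS (250 ng/mL final) plus ATP (1.25 mM final); secreted IL-1B measured by AlphaLISA after 16 hr, decreased signal indicating inhibition.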
DRD3 antagonist – qHTS of D3 Dopamine Receptor Antagonist: qHTS. D3R cells, DiscoveRx beta-arrestin luminescence, antagonist mode; stronger effect = lower value. max response, negative = inhibition, %. 360,000 compounds, 2.5% hits; in the data active means max response below about -50%; inconclusive means no clear call, values can overlap the other calls; further: on the % scale 0 is the no-effect control and ±100 the full control effect; mostly tested at two doses, the higher about 12 µM
Target sequence (P35462 whole entry, looked up): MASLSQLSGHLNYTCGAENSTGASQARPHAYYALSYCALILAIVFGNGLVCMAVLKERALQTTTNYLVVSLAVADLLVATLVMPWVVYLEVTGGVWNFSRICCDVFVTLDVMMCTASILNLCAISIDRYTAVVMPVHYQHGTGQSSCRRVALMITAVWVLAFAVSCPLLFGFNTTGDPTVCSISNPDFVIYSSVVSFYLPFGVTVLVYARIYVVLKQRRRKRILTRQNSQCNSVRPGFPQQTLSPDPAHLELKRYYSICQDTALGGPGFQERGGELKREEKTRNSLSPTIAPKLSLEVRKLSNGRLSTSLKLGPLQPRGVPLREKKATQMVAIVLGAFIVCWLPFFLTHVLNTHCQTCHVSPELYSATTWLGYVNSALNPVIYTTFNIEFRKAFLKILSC
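Cells expressing the human receptor were seeded at 1500 cells/well, incubated overnight at 37 degrees C in 5% CO2, then exposed to library compounds with dopamine controls for 90 minutes at 37 degrees C before luminescent detection.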
GLP-1R agonist – qHTS of GLP-1 Receptor Agonists; Glucagon-like peptide 1 receptor (Homo sapiens), P43220; Potency, µM (doses to about 45.6 µM), inactives show at the highest dose activation, hits mostly activators; 380,000 compounds, 0.007% hits; AID 624172, 2012; HEK293 GLP-1R CRE-luciferase, luminescence, 4-6 h; cells express a hypersensitive GLP-1R form; further: potency means the concentration at half of the fitted maximal effect; % of control where 0% means no effect
Target sequence (P43220 whole entry, looked up): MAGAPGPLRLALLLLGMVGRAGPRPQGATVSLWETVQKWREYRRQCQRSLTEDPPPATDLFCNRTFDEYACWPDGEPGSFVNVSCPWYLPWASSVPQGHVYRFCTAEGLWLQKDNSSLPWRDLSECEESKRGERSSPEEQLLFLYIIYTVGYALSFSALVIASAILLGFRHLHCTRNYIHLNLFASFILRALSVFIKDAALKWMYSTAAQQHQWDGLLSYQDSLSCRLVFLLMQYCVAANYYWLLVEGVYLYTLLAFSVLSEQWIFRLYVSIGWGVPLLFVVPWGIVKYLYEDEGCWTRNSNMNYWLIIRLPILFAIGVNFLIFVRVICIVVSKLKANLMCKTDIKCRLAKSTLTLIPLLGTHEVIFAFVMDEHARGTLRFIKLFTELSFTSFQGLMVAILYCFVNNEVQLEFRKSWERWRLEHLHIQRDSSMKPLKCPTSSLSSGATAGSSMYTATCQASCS
DRD3 agonist – qHTS of D3 Dopamine Receptor Agonist: qHTS; D(3) dopamine receptor (Homo sapiens), P35462; D3R DiscoveRx beta-arrestin cells, luminescence, 90 min; max activation, %; 410,000 compounds, 0.58% hits; AID 652048, 2013; in the data active means max activation above about 30%; further: 0% is about no effect; mostly tested at two doses, the higher about 12 µM
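Agonist mode: compounds and dopamine controls were applied to plated cells for 90 min at 37 degrees C after an overnight attachment at 1500 cells/well. Luminescent read-out followed 30 - 60 minutes at room temperature with DiscoveRx detection reagent.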
The depositor's hits bear a star; i = inactive; ? = inconclusive; . = not tested or not shown; [ ] = another dose, or the depositor's remark. Unless noted, the call rests on the fitted dose curve; in most records, active means well fitted curve in the direction sought with a large enough effect; inconclusive means small, poorly fitted or top-dose-only effect, or another doubt; inactive means no such curve, though single readings can be large; an effect the other way counts as inactive or inconclusive.

SMILES	GLP-1R agonist	HT1080NT lethal	DRD3 antagonist	HT1080 IDH1KD tx	IL-1B inflam inh	DRD3 agonist	SW480 rereplic	KB-V1 cytotox	KB-3-1 tox
CCOc1ccc(S(=O)(=O)NCCC(=O)NCC(c2ccc(OC)cc2)N2CCCC2)cc1 (centres undefined)	13%	-1%	-15	0%	-22	-19	-28%	-9%	-6%
Cc1ccccc1N1CCN(S(=O)(=O)c2ccc3ccccc3c2)CC1	-10%	?	-29	-13%	i	-9	?	?	-31%
O=C(COC(=O)c1n[nH]c2ccccc12)NC(=O)NC1CCCC1	0%	-5%	-17	-8%	12	1	0%[9.22 µM]	0%	13%
CC1(C)CC(N2CCOCC2)=CC(=S)N1	-3%	?	-15	0%	25	-6	.	-1%	0%
COc1ccc(C2=NCCn3cccc32)c(OC)c1	4%	-6%	-21	-6%	-7	-15	0%	-17%	-3%
Cc1ccc(O)c(CP(=O)(c2ccccc2)c2ccccc2)c1	-3%	3%	11	4%	-7	1	4%	?	25%
Cc1cccc2sc(NC(=O)Cn3cccc3)nc12	14%	6%	0	9%	6	-3	-1%	10%	-3%
CCOc1ccc2nc(NS(C)(=O)=O)sc2c1	2%	17%	-3	7%	0	-9	-11%	?	?
C=CCNc1ncnc2c1[nH]c1ccc(C)cc12	1%	?	15	?	-101*	-12	14%	?	?
O=C(C1CCCN(C2CC(=O)N(c3ccc(Cl)cc3)C2=O)C1)N1CCCC1 (centres undefined)	-12%	-2%	-20	0%	i	-3	-30%	-1%	-18%
CC1=CCC2C(=O)N(c3nc(C)cc(C)n3)C(=O)C2C1 (centres undefined)	-11%	22%	9	21%	3	0	0%	2%	8%
O=C(CCCC(=O)NN=Cc1cccc(O)c1)NN=Cc1cccc(O)c1	-2%	7%	59	13%	-19	1	-1%	-16%	13%
O=C(NCc1ccco1)/C(=C\c1ccco1)NC(=O)c1ccc(Br)o1	1%	18%	0	27%	2	-15	-9%	?	-12%
Cc1cc2[nH]c(=O)c(=O)[nH]c2cc1S(=O)(=O)NCc1ccc(Cl)cc1	0%	18%	-23	9%	11	-1	-8%	11%	16%
COC(=O)C[C@@H]1OC[C@H](CO)N1S(=O)(=O)c1ccc(C)cc1	.	14%	?	-1%	10	-16	.	2%	6%
CN(C)CCCN(C(=O)c1ccc(S(=O)(=O)N2CCCCCC2)cc1)c1nc2cc3c(cc2s1)OCCO3	-21%	2%	-14	2%	-67*	0	2%	-19%	0%
C#Cc1ccc(CN2CCC(Oc3cc(C(=O)NC4CC4)ccc3OC)CC2)cc1	14%	0%	-20	-1%	-9	-5	2%	11%	2%
COc1ccccc1NC(=O)CN(Cc1ccco1)C(=O)c1cncc(Br)c1	4%	0%	-11	-7%	-8	-9	-15%	?	0%
O=[N+]([O-])c1cccc(/C(=N/N=C/c2ccccc2Br)C23CN4CN(CN(C4)C2)C3)c1	4%	-13%	-26	5%	0	0	3%	13%	-2%
Nc1nnc(CC(=O)N/N=C/c2ccccc2OCc2ccc(F)cc2)s1	18%	?	?	?	.	7	?	-6%	-5%
COc1ccccc1C1/C(=C(/O)c2ccccc2)C(=O)C(=O)N1CC(C)C (centres undefined)	-3%	0%	4	-13%	32	-3	4%	?	-9%
Clc1cc(Cl)c(OCc2nc(-c3ccccn3)no2)cc1Cl	1%	-6%	15	-18%	20	-5	-2%	-21%	-6%
CCC1CCCCN1C(=O)CCc1nnc(Cc2cc(OC)ccc2OC)o1 (centres undefined)	17%	0%	6	9%	11	3	-9%	-10%	18%
COc1ccc(Cl)cc1NC(=O)CCCN1C(=O)CCC1=O	-13%	-1%	-24	-6%	14	-4	-6%	?	-6%
COCCNC(=O)CSc1nc2sccc2c(=O)n1-c1ccccc1	16%	12%	-21	3%	14	5	?	0%	17%
CN(Cc1ccccc1)C(=O)c1ccc2c(c1)NC(=O)C(N1CCOCC1)S2 (centres undefined)	1%	-4%	21	-5%	22	2	-13%	-4%	1%
Cc1ccc(S(=O)(=O)Cn2nnnc2C(CC(C)C)N2CCC(C(N)=O)CC2)cc1 (centres undefined)	4%	1%	10	7%	-14	-23	-20%	-17%	-5%
Cc1ccccc1NC(=O)Cn1nnc(S(=O)(=O)c2ccc(C(C)(C)C)cc2)c1N	-6%	-6%	?	-1%	26	-5	?	14%	1%
COc1ccc(NC(=O)C2(C)CCN2Cc2ccc(SC)cc2)cc1OC (centres undefined)	?	-12%	28	-8%	-18	-3	.	?	?
Cc1ccc(-c2cc(=O)c3cc(C)ccc3[nH]2)cc1	-10%	?	-2	21µM*	57	-23	21µM*	?	9.2µM*
Cn1ncc(Br)c1C(=O)NC1C2CC3CC(C2)CC1C3 (centres undefined)	4%	-1%	-3	0%	7	1	1%	18%	2%
COc1ccc(NC(=O)CN2CCN(CC(=O)Nc3ccc4c(c3)OCO4)CC2)cc1	-5%	-6%	?	0%	12	6	4%	-1%	8%
CCn1cc2nc(SCc3cccc(OC)c3)n(Cc3ccc(Cl)cc3)c(=O)c2n1	-8%	.	.	.	.	-10	.	9%	-23%
O=C(NCc1cccs1)C1CC(c2ccc(Cl)cc2)=NO1 (centres undefined)	16%	-22%	-18	?	4	-5	?	?	?
COCCNC(=S)N1CCN(c2nc(-c3ccc(Cl)cc3)cs2)CC1	5%	?	-3	-20%	-20	-7	4%	0%	-25%
COc1cccc2c1C(=O)c1c(O)c3c(c(O)c1C2=O)CC(O)(C(C)=O)CC3OC1CC(O)C(O)C(C)O1 (centres undefined)	-20%	?	-11	23µM*	-103*	-8	?	?	?
CC(C)NC(=O)C(c1ccc(F)cc1)N(C(=O)CCC(=O)Nc1ccccn1)c1ccccc1F (centres undefined)	3%	0%	2	4%	2	1	-1%	?	-1%
CN1c2ccsc2C(=O)/C(=C\Nc2cccc(C(F)(F)F)c2)S1(=O)=O	-3%	0%	-24	6%	24	-6	-1%	9%	-6%
COc1cccc(NC(=O)NNC(=O)COc2ccc3ccccc3c2)c1	-4%	-1%	2	0%	-9	8	9%	18%	8%
CCn1c(=S)[nH]c2c(c1=O)C(C)(C)Cc1ccccc1-2	4%	-15%	11	7%	62	-6	-3%	-7%	15%
CCOc1ccc2[nH]c(=O)c(CN(Cc3nnnn3Cc3ccco3)C3CCCCC3)cc2c1	3%	-6%	41	-9%	-20	22	5%	-20%	1%
COc1cccc(CNC(=O)C(C)n2ccc3cc(S(=O)(=O)N4CCCC4)ccc32)c1 (centres undefined)	9%	-5%	0	-13%	0	3	23%	10%	6%
Nn1c(-c2ccc(O)cc2)nnc1-c1ccc(O)cc1	-2%	4%	9	3%	2	1	-4%	-9%	16%
CCCCCn1c(=O)[nH]c2cc(C(=O)NCCN3CCC(C)CC3)ccc2c1=O	-1%	3%	6	10%	-4	-28	-9%	3%	-11%
ON=Cc1cccn1-c1ccccc1	0%	2%	5	7%[9.24 µM]	-1	0	-6%	-2%	11%
CC(NC(=O)CN1c2cccc3cccc(c23)S1(=O)=O)c1ccccc1 (centres undefined)	15%	-2%	-8	-1%	-23	2	.	?	-5%
Cn1cccc1Cc1nnc(SCC(=O)Nc2nc3ccccc3s2)n1CCc1ccccc1	9%	-8%	-4	?	34	-6	?	0%	11%
O=c1oc2c(CN3CCN(CCO)CC3)c(O)ccc2cc1-c1ccccn1	7%	-2%	0	6%	97	-2	6.5µM*	?	9%
O=C(c1noc2c1CCCCC2)N1CCOCC1	1%	0%[9.24 µM]	-11	-7%	-10	-8	0%	?	0%
CCOC(=O)CN(C(=O)CSc1nnc(CNc2ccc(F)cc2)o1)c1ccccc1	-3%	-7%	-80*	-9%	4	-3	2%	0%	0%
CCn1c(=O)c(-c2nc3ccccc3[nH]2)c(O)c2ccccc21	10%	1%	-86*	-5%	12	-37	22%	?	0%
O=C(Cn1c2[n+](c3ccccc31)CC(O)CS2)c1ccccc1 (centres undefined)	4%	0%	6	-1%	26	0	-7%	1%	-22%
CCCCc1nc2sc3c(c2c(=O)[nH]1)CCC3	-1%	10%	7	10%	10	1	0%	-12%	19%
CC(C)C(=O)Nc1nnc(SCC(=O)NCc2ccc3c(c2)OCO3)s1	1%	-2%	-7	0%	-3	-2	0%	-13%	27%
COCCN(C(=O)C(C)C)c1nnc(-c2ccc(C(C)(C)C)cc2)s1	-14%	?	-5	-23%	-84*	-13	?	-20%	-3%
Cc1ccc(OCC(=O)NCCc2nc3ccccc3[nH]2)c(C)c1	11%	7%	0	-10%	-2	-4	-7%	-1%	0%
CN1CN(C)c2cccc3cccc1c23	-5%	-13%	6	-10%	-3	3	-1%	18%	-12%

Rows are unselected; about 12% have a hit in one of these screens.
